Screening results deposited in PubChem by several laboratories.
ABCB1 inh: inhibitors of human ABCB1 transporter, ABCG2 counter-screen | P08183 | CCRF-Adr cells, JC-1 efflux, flow cytometry | inhibition, % at 6.6 µM | 190,000 compounds, 0.067% hits | AID 1326; in the data active = inhibition above about 40%;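 also: 0% = vehicle and 100% = reference inhibitor; higher value means more JC-1 retained so stronger ABCB1 efflux block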
ABCG2 block: human ABCG2 inhibition, ABCB1 as counter-screen; Q9UNQ0; IgMXP3 cells, JC-1 efflux, flow cytometry; inhibition, % at 6.6 µM; 190,000 compounds, 0.1% hits; AID 1325;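 active = inhibition above 80%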;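 also: 0% = DMSO and 100% = nicardipine control wells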
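material = IgMXP3 (ABCG2) plus far-red-tagged CCRF-Adr (ABCB1) cells | amount = 3 million cells/mL, equal mix of both lines | also added = JC-1 transporter substrate | dosing = one concentration, 6.6 µM final | schedule = 10 min at 25 °C | measured by = flow cytometric JC-1 green MFI at 530 nm | read-out basis = percent efflux inhibition, scaled nicardipine 100% to DMSO 0%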
Avidin fluor: avidin bead compound fluorescence profile | Avidin beads, compound fluorescence 488/530 nm, flow cytometry; stronger effect = higher value | fluorescence (KMESF) at 10 µM | 220,000 compounds, 0.38% hits | AID 1775; in the data active = fluorescence above about 47; also: inactives centre near 10
Pf gametocyte: kills late stage P. falciparum gametocytes. P. falciparum stage V gametocytes, ATP luminescence, 24 h. inhibition, % at 10.9 µM. 150,000 compounds, 0.065% hits. AID 743093;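 active = inhibition above the mean plus 3 SD of compounds within the control limits, set per campaign, cut at about 38% in these data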;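 also: 0% = DMSO wells and 100% = medium only without gametocytes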
Cdc42 wt: modulators (inhibitors or activators) of GTP binding to human Cdc42 wildtype; AID 761; GST-Cdc42 beads, Bodipy-GTP binding, flow cytometry; actives lie on both sides; P60953; percent activity (GTP binding), % at 10 µM; 190,000 compounds, 0.2% hits;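 active = percent activity GTP binding at least 20 points away from the 100% baseline, either down as inhibitor or up as activator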;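 also: median bead fluorescence of bound Bodipy-FL-GTP at 100 nM; 0% = excess unlabeled GTP control and 100% = no compound control; below 100% means less GTP binding so inhibitor and above means activator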
Target sequence (P60953 whole entry, looked up): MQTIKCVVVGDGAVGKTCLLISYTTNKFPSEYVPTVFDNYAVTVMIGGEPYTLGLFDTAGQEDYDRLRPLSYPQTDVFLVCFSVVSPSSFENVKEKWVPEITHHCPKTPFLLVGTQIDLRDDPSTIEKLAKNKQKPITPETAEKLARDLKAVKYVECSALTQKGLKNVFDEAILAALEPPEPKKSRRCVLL
Rac1 act GTP bind: modulators of GTP binding to human Rac1 activated mutant | AID 764 | GST-Rac1 activated beads, fluorescent GTP binding, flow cytometry; actives lie on both sides; 100% means binding = to untreated wells | P63000 | percent activity (GTP binding), % at 10 µM | 190,000 compounds, 0.11% hits;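 active = GTP binding at least 20 percentage points away from the 100% baseline, in either direction, so actives lie on both sides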
Rab2A wt mod: changes GTP binding to wildtype dog Rab2A, up or down. GST-Rab2 wt beads, Bodipy-GTP binding, flow cytometry. GTP binding activity, % at 10 µM. 190,000 compounds, 0.19% hits;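 active = GTP binding activity at least 20 points away from 100%, either lowered or raised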;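 also: 0% = beads with excess unlabeled GTP and 100% = no-compound control corrected for plate trend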
Rac1 wt GTP bind: human Rac1 wildtype GTP binding, inhibitors and activators | P63000 | GST-Rac1 beads, fluorescent GTP binding, flow cytometry; actives lie on both sides; 0 = cold GTP competed, 100 = untreated | GTP binding activity (% of control), % at 10 µM | 190,000 compounds, 0.27% hits | AID 757;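 active = GTP binding activity at least 20 points away from the 100% control level, either lower or higher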
Mcl1 Noxa PPI: Mcl-1/Noxa interaction inhibition; Q07820; TR-FRET Mcl-1/Noxa peptide binding, 2 h; inhibition, % at 21.7 µM; 220,000 compounds, 1.5% hits; AID 1022;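 active = compounds that cut the protein-peptide binding signal by more than 50% relative to plate controls in a single-dose test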;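 also: His-tagged Mcl-1 with rhodamine Noxa BH3 peptide and terbium anti-His antibody; 0% = Mcl-1 plus Noxa peptide wells and 100% = peptide-only wells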
Target sequence (Q07820 whole entry, looked up): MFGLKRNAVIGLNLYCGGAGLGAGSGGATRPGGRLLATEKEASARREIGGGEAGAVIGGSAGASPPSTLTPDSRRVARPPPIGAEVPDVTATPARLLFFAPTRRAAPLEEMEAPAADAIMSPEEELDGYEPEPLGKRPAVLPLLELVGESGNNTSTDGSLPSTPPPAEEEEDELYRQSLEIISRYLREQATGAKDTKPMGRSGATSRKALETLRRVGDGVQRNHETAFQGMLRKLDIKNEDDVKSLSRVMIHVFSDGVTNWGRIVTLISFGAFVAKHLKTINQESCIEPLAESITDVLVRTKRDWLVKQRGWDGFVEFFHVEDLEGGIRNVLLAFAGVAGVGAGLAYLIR
Rab7 wt modul: alters GTP binding to wildtype dog Rab7; GST-Rab7 beads, fluorescent GTP binding, flow cytometry; actives lie on both sides; untreated = 100%, excess cold GTP = 0%; GTP binding activity (percent of control), % at 10 µM; 190,000 compounds, 0.055% hits; AID 758;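 active = fluorescent GTP binding to Rab7 beads changed by at least 20 points from the 100% baseline, either direction, mostly lower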;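 also: median green fluorescence of bound Bodipy-FL-GTP per Rab7 bead population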
HRas wt GTP bind: changes GTP binding to wildtype human HRas; P01112; GST-Ras wt beads, Bodipy-FL-GTP binding, flow cytometry; actives lie on both sides; GTP binding activity, % at 10 µM; 190,000 compounds, 0.14% hits;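 active = GTP binding activity at least 20% away from the 100% baseline, either lowered as inhibitor or raised as activator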;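 also: 0% = unlabeled GTP competition control and 100% = no-compound control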
Target sequence (P01112 whole entry, looked up): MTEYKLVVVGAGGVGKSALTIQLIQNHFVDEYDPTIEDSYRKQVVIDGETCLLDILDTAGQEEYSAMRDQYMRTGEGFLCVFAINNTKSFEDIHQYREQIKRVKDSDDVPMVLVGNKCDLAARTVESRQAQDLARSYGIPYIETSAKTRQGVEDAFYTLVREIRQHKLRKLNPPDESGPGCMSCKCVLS
Numbers without * were called inactive; . = not tested or not shown; & = joins results of further samples.

Molecule,ABCB1 inh,ABCG2 block,Avidin fluor,Pf gametocyte,Cdc42 wt,Rac1 act GTP bind,Rab2A wt mod,Rac1 wt GTP bind,Mcl1 Noxa PPI,Rab7 wt modul,HRas wt GTP bind
CCn1ccnc1CN1CCCC(C(=O)c2cc(C)c(OC)c(C)c2)C1 (stereo not given),0.6,0.2,10,7.5,102.0,98.0,100.0,103.0,6.1,98.0,99.0
CC(=O)Nc1ccccc1C(=O)OCc1ccc(C(=O)c2ccccc2)cc1,0.8,5.4,14,.,101.0,98.0,99.0,100.0,-1.3,97.0,102.0
CCN(CC)S(=O)(=O)N1CCC(C(=O)N2CCC3(CC2)OCCO3)CC1,0.3,0.7,8,13.3,97.0,97.0,101.0,102.0,7.6,106.0,99.0
O=c1[nH]c(=O)n(Cc2ccccc2)c(O)c1/C=C1\C=Nc2ccccc21,-0.5,-0.8,26,-20.1,88.0,87.0,88.0,90.0,32.4,91.0,90.0
O=c1[nH]c(O)c(/C=C2\C=NN=C2c2ccccc2)c(=O)[nH]1,-0.4,-1.0,5,.,107.0,103.0,103.0,107.0,5.9,103.0,104.0
N#Cc1c(/N=C/C2C(=O)NC(=S)NC2=O)sc2c1CCCC2,-0.9,-1.8,19,3.0,96.0,94.0,94.0,100.0,23.1,98.0,94.0
COc1cc(CN2CCCC(C(=O)c3sccc3C)C2)cc(Cl)c1O (stereo not given),-0.4,-0.3,10,9.4,93.0,93.0,98.0,100.0,2.2,101.0,98.0
COc1ccc(-c2cc(=NCCCCCC(=O)O)c3cc(C)ccc3o2)cc1,-0.2,-0.6,4,-17.4,69.0*,88.0,70.0*,71.0*,6.7,93.0,73.0*
Cc1cc(Br)ccc1N1C(=O)CC(=O)NC1=O,-0.6,-1.4,6,.,99.0,96.0,97.0,98.0,41.4,96.0,98.0
Nc1ccc2c(c1)oc1ccccc12,-1.5,-9.5,8,.,97.0,96.0,98.0,101.0,5.9,97.0,96.0
O=[N+]([O-])c1ccccc1CNCCc1ccc(F)cc1,0.3,0.2,12,.,100.0,96.0,104.0,97.0,10.0,96.0,100.0
O=C(CN1CC(c2ccccc2)CC1=O)NCc1ccc(F)cc1 (stereo not given),2.6,7.5,4,.,101.0,98.0,99.0,102.0,-6.3,98.0,99.0
CCCCCCC[n+]1ccc(-c2cc[n+](CCCCCCC)cc2)cc1,0.3,3.0,3,14.1,103.0,100.0,100.0,106.0,6.2,97.0,102.0
COc1cc(CC2(CCc3ccncc3)C(=O)NC(=O)NC2=O)cc(OC)c1OC,-0.2,7.5,13,-3.6,100.0,98.0,100.0,106.0,1.8,107.0,101.0
Cc1cc(Oc2ccc(C(F)(F)F)cc2[N+](=O)[O-])c2c3c(c(=O)oc2c1)CCCC3,1.4,6.9,6,6.9,101.0,96.0,97.0,102.0,10.4,101.0,99.0
CC(=O)N1N=C2C3CCN(CC3)C2C1c1ccc(C)cc1 (stereo not given),1.9,23.8,6,.,104.0,99.0,103.0,107.0,4.0,103.0,102.0
CN1C(=O)c2ccccc2NC(=O)C1Cc1ccccc1 (stereo not given),-0.3,0.0,6,.,96.0,96.0,97.0,97.0,-16.5,94.0,94.0
CN1CCN(c2c(F)cc([N+](=O)[O-])c(N)c2Br)CC1,-0.8,-4.3,9,-0.6,96.0,93.0,99.0,93.0,4.4,102.0,98.0
O=C(c1cc(-c2cccnc2)nc2ccccc12)N1CCC2(CC1)OCCO2,0.6,1.8,17,-17.2,100.0,99.0,99.0,108.0,14.5,102.0,101.0
CCOC(=O)C(O)(c1ccc(N)c(OC)c1)C(F)(F)F (stereo not given),0.1,2.3,33,.,98.0,95.0,97.0,96.0,-1.6,96.0,99.0
COc1ccc(-n2c(O)c(C(C)=NCc3ccco3)c(=O)[nH]c2=O)cc1,1.0,6.4,7,-0.3,97.0,98.0,102.0,102.0,4.2,104.0,104.0
O=[N+]([O-])/C=C1\NCCN1Cc1ccc(Cl)nc1,-0.1&-0.1,3.3&0.6,10&7,11.2&-0.4,101.0&101.0,98.0&100.0,101.0&100.0,102.0&104.0,-2.4&0.9,98.0&102.0,98.0&102.0
COc1ccc(N2C(=O)NC(=O)/C(=C\c3ccc([N+](=O)[O-])s3)C2=O)cc1,-1.6,-5.3,7,-9.1,85.0,85.0,84.0,90.0,50.9*,88.0,90.0
Cc1ccccc1-n1c(C)nc2sccc2c1=O,0.4,0.5,26,.,106.0,98.0,101.0,108.0,3.7,99.0,106.0
O=C(c1cc(-c2ccncc2)nc2ccccc12)N1CCC2(CC1)OCCO2,0.8,2.9,22,-11.8,99.0,99.0,98.0,106.0,7.8,101.0,100.0
N=C1c2ccccc2CN1c1cccc([N+](=O)[O-])c1,-0.6,-1.6,22,26.2,98.0,97.0,97.0,98.0,-14.8,97.0,97.0
O=C1NC(=S)N(c2ccccc2)C(=O)C1C(c1ccncc1)C1C(=O)NC(=S)N(c2ccccc2)C1=O (stereo not given),-0.3,0.0,23,.,97.0,95.0,94.0,96.0,12.6,96.0,96.0
CC(C)(C)P(=O)(c1ccncc1)N1CCCC1 (stereo not given),0.2,2.5,10,3.2,102.0,99.0,101.0,104.0,12.1,100.0,100.0
CCN1CCN(c2ccc(NC(C)=O)cc2Cl)CC1,-0.3,-0.7,10,13.4,97.0,98.0,97.0,100.0,3.1,96.0,97.0
CCSc1nnc([C@@H](N)Cc2c[nH]c3ccccc23)o1,0.4,5.0,22,-1.6,100.0,96.0,99.0,100.0,9.5,99.0,100.0
CN1C(=O)C(=Cc2cc([N+](=O)[O-])ccc2N2CCCCC2)C(=O)N(C)C1=O,0.3,-2.0,9,19.1,97.0,96.0,101.0,102.0,4.1,108.0,99.0
O/N=C1\CCC2CN(C3CCCCC3)CC2C1 (stereo not given),0.0,-0.3,12,.,100.0,97.0,99.0,98.0,-13.0,96.0,99.0
CN1CCc2nc(SCC(=O)OC(C)(C)C)c(C#N)cc2C1,0.8,8.6,8,.,97.0,96.0,95.0,94.0,9.4,95.0,97.0
CC[C@@H](CO)NC(=O)[C@@H]1C=C2c3cccc4c3c(cn4C)C[C@H]2N(C)C1,1.4,11.9,8&7,.,108.0,96.0,103.0,104.0,19.0&0.7,98.0,101.0
O=c1[nH]c(=O)n(-c2ccccc2)c(O)c1/C=C/C=Nc1ccccc1,1.3,11.6,8,-22.0,100.0,98.0,97.0,104.0,-2.9,99.0,98.0
CN(C)C1=C(C#N)C(c2ccccc2)=NP(N(C)C)(N(C)C)=N1,0.1,0.0,16,.,98.0,96.0,98.0,97.0,9.9,98.0,98.0
CC(=O)Nc1ccc(OC(=O)N2CCCCC2)cc1,2.9,8.3,8,-15.6,107.0,101.0,101.0,107.0,-2.1,104.0,103.0
COc1ccccc1NC1=NCCS1,0.4,3.6,36,.,105.0,99.0,102.0,106.0,-11.6,102.0,101.0
Cc1cc(NC(=O)CCC(=O)N2CCC3(CC2)OCCO3)no1,-0.1,-0.5,27,.,103.0,98.0,99.0,103.0,-26.3,99.0,100.0
CC/C(=N\N1CCN(C)CC1)c1c(O)[nH]c(=O)[nH]c1=O,0.4,0.8,15,18.6,106.0,102.0,105.0,106.0,-60.8,100.0,104.0
O=C(CN1CCOCC1)c1ccc2cc[nH]c2c1,0.1,0.0,22,.,103.0,98.0,101.0,103.0,-1.4,104.0,100.0
Cc1cccc(C)c1OC(=O)Cc1ccccc1,0.4,0.8,10,1.3,98.0,98.0,98.0,102.0,14.1,101.0,99.0
O=C(NCc1ccc(C(=O)N2CCC3(CC2)OCCO3)cc1)c1ccc2c(c1)OCO2,0.8,2.7,10,.,98.0,97.0,98.0,96.0,-0.1,99.0,99.0
O=C(CN1CC(c2ccccc2)CC1=O)Nc1cccc(F)c1 (stereo not given),2.0,26.6,7,.,103.0,101.0,102.0,109.0,11.2,100.0,104.0
COc1ccc(C2CN(C)CC2C(=O)c2ccc(F)cc2)cc1Cl (stereo not given),0.1,0.8,8,6.0,94.0,94.0,97.0,97.0,9.4,103.0,99.0
CCCNC(=O)N1C2CCC1CC(O)(c1cccnc1)C2 (stereo not given),0.4,1.2,14,.,101.0,98.0,100.0,99.0,15.6,97.0,99.0
Cc1ccc2c(CN3CC=C(c4ccccc4)CC3)cc(=O)oc2c1C,0.8,17.4,7,7.0,98.0,95.0,94.0,98.0,4.5,101.0,97.0
Cc1ccc2c(c1)C1CN(C)CCC1N2C(=O)/C(C#N)=C/c1ccc2c(c1)OCO2 (stereo not given),5.0,8.4,8,8.6,98.0,98.0,97.0,102.0,16.0,96.0,97.0
O=c1[nH]c(=O)n(-c2ccc(Cl)cc2)c(O)c1C=NCCN1CCCCC1,0.6,10.7,5,-18.9,98.0,96.0,100.0,101.0,-7.7,96.0,99.0
CC(C(=O)Nc1ccc(Cl)cc1Cl)N1CC=C(c2ccccc2)CC1 (stereo not given),0.7,4.5,15,-7.2,94.0,93.0,91.0,93.0,2.8,93.0,94.0
CCOc1ccccc1OCC(=O)Nc1ccc(Cl)cc1C(=O)c1ccccc1,1.1,1.6,10,.,101.0,99.0,95.0,105.0,-1.6,98.0,99.0
Cc1ccc(-n2c(O)c(C=NC3CCCCC3N)c(=O)[nH]c2=O)cc1C (stereo not given),0.5,3.7,12,.,103.0,99.0,102.0,100.0,-8.6,104.0,105.0
O=C(Cc1ccccc1)OC(COCc1ccccc1)CN1CCOCC1 (stereo not given),1.1,5.3,11,6.9,104.0,99.0,101.0,103.0,21.1,98.0,99.0
N#CC1(c2ccccc2)CCN(C2CC(=O)N(c3cccc(F)c3)C2=O)CC1 (stereo not given),1.1,1.7,8,10.4,96.0,93.0,100.0,97.0,4.5,106.0,98.0
Nc1cncc(C(=O)O)c1,1.8,16.2,8&11,-27.3&12.8,97.0,96.0,95.0,95.0,15.9&3.2,93.0,96.0
CCC(=O)OC1(c2cccc(C)c2)CC(C)N(C)CC1C (stereo not given),0.0,0.3,6,.,101.0,99.0,99.0,100.0,13.2,99.0,99.0

Only part of the results is shown; rates above refer to the full screens.
